DNMT1 inh – DNMT1 (human) enzyme inhibition; DNMT1 molecular beacon, Hinp1I cleavage, fluorescence; inhibition (reported as % activation of signal), % at 10 µM; hit rate 0.83% among 360,000; in the data active means inhibition above about 50%
MsrA inh – inhibits bovine methionine sulfoxide reductase A | inhibition, % at 15.5 µM | AID 651718 | hit rate 0.75% among 360,000 | purified bovine MsrA, absorbance read-out; in the data active means inhibition above about 4.5%;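 further: 0% = vehicle wells with enzyme and 100% = reference inhibitor wells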
Scp1 inh – inhibitors of human Scp-1 phosphatase. Q9GZU7. Recombinant Scp1, phosphopeptide, malachite green phosphate absorbance. inhibition, % at 20 µM. hit rate 0.88% among 340,000. AID 493091;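 active means inhibition above about 50% at 20 µM, limit read from the data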;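 further: plate controls were DMSO wells with enzyme for no effect and wells lacking enzyme for full effect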
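Times: enzyme reaction 45 min at room temperature, colour 5 min, stabilisation 30 min. Material: SCP-1 catalytic fragment, aa 76-261. Medium: Acidic Tris acetate buffer with magnesium and detergent. Signal: colorimetric free-phosphate detection, absorbance 630 nm. Read-out basis: % inhibition of SCP-1 phosphate liberation. Reagent: Phosphorylated 17-residue peptide substrate.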
STEP block – blocks human striatal-enriched tyrosine phosphatase; recombinant STEP, OMFP fluorogenic substrate, fluorescence; hit rate 0.25% among 360,000; inhibition, % at 20 µM; P54829;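 active means inhibition at 20 µM, scaled per plate between control wells, above about 37%, limit read from the data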;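 further: 0% = DMSO with enzyme and substrate and 100% = substrate only without enzyme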
Target sequence (P54829 whole entry, looked up): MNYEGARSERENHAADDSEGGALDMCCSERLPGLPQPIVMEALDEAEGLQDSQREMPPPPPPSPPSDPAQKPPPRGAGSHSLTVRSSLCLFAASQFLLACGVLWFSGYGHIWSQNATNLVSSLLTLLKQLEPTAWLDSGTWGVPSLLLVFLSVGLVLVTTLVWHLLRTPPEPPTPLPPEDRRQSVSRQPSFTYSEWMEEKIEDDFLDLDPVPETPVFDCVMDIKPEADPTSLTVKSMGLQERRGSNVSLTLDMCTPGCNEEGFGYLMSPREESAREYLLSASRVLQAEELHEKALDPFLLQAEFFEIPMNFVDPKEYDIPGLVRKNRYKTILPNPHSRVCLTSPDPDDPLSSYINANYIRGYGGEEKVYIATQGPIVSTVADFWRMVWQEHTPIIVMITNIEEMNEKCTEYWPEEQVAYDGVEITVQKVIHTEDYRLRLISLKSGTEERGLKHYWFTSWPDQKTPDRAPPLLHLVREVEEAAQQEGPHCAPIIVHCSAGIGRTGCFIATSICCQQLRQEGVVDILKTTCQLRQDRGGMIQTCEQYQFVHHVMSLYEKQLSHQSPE
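Material: STEP (striatal-enriched tyrosine phosphatase) enzyme, cell-free; Compound dosing: 20 µM single dose in 1% DMSO; Technique: fluorescence read at 480 nm ex / 540 nm em; Times: reaction 20 min, ambient temperature; Medium: 50 mM Bis-Tris pH 6.0 with 2.5 mM DTT and 0.005% Tween 20; Also added: OMFP at 25 µM.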
CSN inh – inhibitors of human CSN-mediated cullin deneddylation | Q92905 | AID 651999 | inhibition, % at 12.5 µM | hit rate 0.38% among 360,000 | Purified CSN, SCF-Nedd8-OG deneddylation, fluorescence polarization;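 active means pattern-corrected inhibition above about 35%, with an unprinted fluorescence ratio check between 0.5 and 1.5, limit read from the data, passing the limit was not always enough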;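 further: 0% = enzyme with substrate and 100% = substrate without enzyme; some results filed as inactive read as strong as hits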
Target sequence (Q92905 whole entry, looked up, one chain of several): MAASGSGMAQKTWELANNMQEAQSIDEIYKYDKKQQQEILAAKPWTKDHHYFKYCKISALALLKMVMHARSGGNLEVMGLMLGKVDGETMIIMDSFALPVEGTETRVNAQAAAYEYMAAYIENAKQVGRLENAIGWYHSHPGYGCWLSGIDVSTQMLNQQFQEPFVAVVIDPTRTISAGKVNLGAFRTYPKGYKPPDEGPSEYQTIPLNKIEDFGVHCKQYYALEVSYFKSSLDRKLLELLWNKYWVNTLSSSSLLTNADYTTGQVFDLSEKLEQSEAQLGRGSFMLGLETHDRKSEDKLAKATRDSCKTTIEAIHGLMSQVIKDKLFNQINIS
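Test system: purified human Csn5 enzyme expressed in HEK293T cells. Amount: 0.24 nM enzyme. Reagent: SCFSkp2-Nedd8OG substrate at 10 nM final. Schedule: 90 min incubation of compound, enzyme and substrate at room temperature. Detection: fluorescence polarization. Read-out: % inhibition of substrate cleavage by Csn5.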
NadD block – NadD (S. aureus) enzyme inhibition | AID 602399 | purified NadD enzyme, colorimetric absorbance read-out | inhibition, % at 20 µM | hit rate 0.78% among 360,000; in the data active means inhibition above about 26%; further: some compounds past the cut are filed as inactive
Rpn11 block – blocks the human proteasome subunit Rpn11; human 26S proteasome, Ub4-pepOG fluorescence polarization; 20S core pre-blocked with epoxomicin; calls only at 20 µM; hit rate 0.59% among 360,000;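 active means inhibition at 20 µM, scaled to each plate's controls, above about 33%, limit read from the data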
LMPTP block – LMPTP (human) inhibition | inhibition, % at 20 µM | hit rate 0.22% among 360,000 | P24666 | recombinant LMPTP-A, OMFP fluorogenic substrate, fluorescence intensity;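 active means compounds that cut the enzyme signal by at least half of the control window in the single-dose screen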;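 further: plate controls were DMSO wells with enzyme plus substrate for no effect and substrate without enzyme for full effect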
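Test system – LMPTP-A phosphatase enzyme · Quantity – 0.625 nM LMPTP-A final · Reagent – OMFP substrate, 400 µM final · Dosing – one test concentration per compound, 20 µM, with 3% DMSO overall · Timing – 50 min enzyme reaction at room temperature, protected from light · Detection – fluorescence intensity · Controls – substrate-only low control, DMSO enzyme-plus-substrate high control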
SUMO1 PPI mod – alters human SUMO1 binding to SIM partners. SUMO1 binding to a labelled peptide, TR-FRET, 1 h. P63165. AID 602429. hit rate 0.33% among 360,000. inhibition, % at 20 µM; in the data active means inhibition above about 37%
Tb MetRS inh – blocks T. brucei methionyl-tRNA synthetase activity; inhibition, % at 11.9 µM; hit rate 0.4% among 360,000; purified T. brucei MetRS, ATP depletion, Kinase-Glo luminescence; AID 624268;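 active means inhibition above a per-plate cutoff of the control wells' mean inhibition plus 3 SD, cut at about 5.5% in these data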;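 further: 0% = DMSO wells median and 100% = median of wells with control inhibitor compound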
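Test system: purified T. brucei MetRS enzyme. Also added: ATP, methionine and E. coli bulk tRNA substrates. Compound: 11.9 µM single point. Schedule: 15 min enzyme-compound preincubation, 2 h reaction, 10 min detection, 25 °C. Signal: luciferase luminescence of residual ATP, Kinase-Glo. Evaluation: percent inhibition versus plate control medians. Controls: DMSO wells, low control.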
An asterisk follows results filed as active; i = inactive; x = no result given. Compounds were not picked by outcome; 3.9% or so of the library scored in one or more.

No.	structure	DNMT1 inh	MsrA inh	Scp1 inh	STEP block	CSN inh	NadD block	Rpn11 block	LMPTP block	SUMO1 PPI mod	Tb MetRS inh
1	O=C1[C@H]2[C@@H](C(=O)N1c1cc(Cl)cc(Cl)c1)[C@]1(C(=O)Nc3ccccc31)N1CCC[C@@H]21	-31	-0.8	-6	-2	8	6	i	2.1	2	1.3
2	CC(=O)N1N=C(c2ccc(Br)cc2)OC1(C)CC(=O)Nc1ccccc1 (configuration not stated)	-3	-0.3	6	-1	-11	-4	i	-0.4	1	0.1
3	Cc1ccc(S(=O)(=O)N2CCN(C(=O)COC(=O)COc3ccc(Cl)cc3)CC2)c(C)c1	7	0.8	-3	-5	1	10	i	1.3	3	-0.6
4	N#Cc1c(N2CCOCC2)nc(-c2ccco2)c2c1CCCC2	7	1.3	3	2	2	-1	i	0.3	-7	-0.3
5	O=C(C1CCN(c2nnc(-n3cccc3)s2)CC1)N1CCN(c2cccc(C(F)(F)F)c2)CC1	0	-0.4	9	0	3	2	i	0.2	2	-0.3
6	COc1ccc(OC)c(-c2cc(C(=O)NCc3cccs3)no2)c1	2	-0.7	-2	-1	-5	-7	i	1.6	-2	-1.7
7	CCCCCc1c(-c2cccc(Cl)c2)ncn1CCc1ccccc1OC	x	0.6	x	x	-6	2	x	1.9	1	-0.6
8	O=C(CSc1ccc2ccccc2n1)N/N=C/c1ccccc1O	-1	1.9	-7	0	-3	0	i	-0.1	-10	1.1
9	CCN(CC)S(=O)(=O)c1ccc2c(c1)c(=O)c(C(=O)NCCOC)cn2C	6	2.2	-15	2	-1	2	i	-1.1	6	-0.1
10	COc1ccc(CCNC(=O)c2cc(C(=O)c3cc(Cl)ccc3O)cn(CCc3ccc(OC)cc3)c2=O)cc1	-12	-0.7	-14	4	3	12	i	4.3	0	-0.1
11	NC(=S)Nc1cnc2ccccc2c1	2	1.0	3	1	0	6	i	2.5	1	-0.4
12	O=C(CCC(=O)N1CCN(S(=O)(=O)c2ccc3ccccc3c2)CC1)Nc1cc(Cl)cc(Cl)c1	-6	1.7	-27	-2	2	26	i	3.1	-3	0.6
13	Cc1coc(C)c1C(=O)CC1(O)C(=O)N(CCc2ccccc2)c2ccccc21 (configuration not stated)	-6	0.3	-3	-1	7	4	i	1.1	-3	-1.3
14	CCNc1nc(NC(C)C)nc(NS(=O)(=O)c2ccc(Cl)cc2)n1	-4	-1.3	-3	-3	2	-2	i	-0.2	1	0.6
15	COc1ccc(Cl)cc1C(=O)NNC(=S)NC1CCCCC1	10	-0.3	-14	-3	-2	-6	i	-2.5	-1	-0.1
16	c1ccc(CN2CCCC3(CCCN(Cc4nc(COc5ccccc5)no4)C3)C2)cc1 (configuration not stated)	4	-1.8	5	3	-1	-7	i	-0.8	2	-0.7
17	Cc1ccc(OCC(=O)Nc2ccc3c(c2)C(=O)N(CCC(=O)O)C3=O)cc1	2	-0.2	-5	2	-8	-2	i	0.0	-14	0.0
18	C=CCOc1cccn2c(N(C)C(=O)c3ccncc3)c(CC)nc12	-2	2.0	x	6	1	0	i	-0.1	1	0.1
19	Cn1c(=O)c2cn(Cc3ccc(Cl)cc3)cc2n(C)c1=O	-1	-0.2	6	1	1	0	i	-1.6	3	0.3
20	COc1ccc2c(c1)c(=O)c(C(=O)O)c(-c1ccc3c(c1)OCO3)n2C	42	0.7	-2	1	-5	1	i	-1.7	11	-1.3

Next section
No.	structure	DNMT1 inh	MsrA inh	Scp1 inh	STEP block	CSN inh	NadD block	Rpn11 block	LMPTP block	SUMO1 PPI mod	Tb MetRS inh
21	O=C(N/N=C(\c1ccccc1)c1cccnc1)c1cccc(F)c1	0	3.0	-2	0	-3	-3	i	-2.0	1	-0.4
22	Cc1cc(C(=O)NC(C)C2CCCO2)no1 (configuration not stated)	0	-0.8	-5	0	-6	0	i	-0.9	2	-0.3
23	COc1ccc(CNC(=O)CSc2ncnc3nc[nH]c23)cc1	0	0.6	0	-2	6	-2	i	-0.1	2	0.1
24	COCCn1c(COc2ccc(Cl)cc2)nnc1SCC(N)=O	3	x	-3	0	-1	15	i	-1.1	-3	-0.5
25	Cc1ccc(NC(=O)C2CCC(CNC(=O)[C@@H]3Cc4ccccc4CN3)CC2)c(C)c1 (some centres not stated)	2	0.2	14	2	4	-8	i	-2.8	13	-0.9
26	c1ccc(CNc2nc(N3CCN(Cc4ccccc4)CC3)nc3ccccc23)cc1	-8	2.6	11	3	0	9	i	32	7	0.4
27	COc1cc(NC(=O)C2CC(c3ccccc3O)=NO2)cc(OC)c1OC (configuration not stated)	0	-0.6	x	-1	2	1	i	-1.1	5	-0.1
28	O=C(Cn1nnc(N2CCCC2)n1)N/N=C/c1ccc(Cl)cc1	-2	-0.8	-7	0	2	-3	i	-0.9	2	0.2
29	c1ccc2c(c1)nnn2Cc1nnc2sc(-c3ccc4c(c3)OCCO4)nn12	-3	-0.1	-5	7	2	10	i	2.4	3	0.2
30	C/C(=N\Nc1ccc(C)c(Cl)c1)c1cccnc1	-8	0.0	-4	0	7	5	i	0.2	-6	-1.1
31	Cc1cc(OCCCn2ccnc2)ccc1[N+](=O)[O-]	-2	0.5	-3	-1	1	-7	i	-3.5	-2	-1.1
32	O=S(=O)(c1ccc(Br)cc1)N1CCCc2ccccc21	1	0.2	-10	-1	-1	-6	i	1.0	8	-0.8
33	COc1cc(/C=N/NC(=O)COc2ccc(C)cc2)ccc1OC(=O)c1cccs1	-5	1.1	-8	-2	0	6	i	3.6	4	0.1
34	CC(C)(C)Nc1nc(C(N)=O)nc(N2CCOCC2)n1	-3	0.9	-5	3	-1	12	i	-0.2	-2	-0.6
35	CC(=O)c1c(C)[nH]c(C(=O)COc2cc(C)cc(C)c2)c1C	5	2.4	-2	2	2	-4	i	0.1	1	0.0
36	COCc1cc(=O)[nH]c2cc(NC(=O)C3CC3)c(C)cc12	-5	-0.4	-2	-1	0	0	i	0.3	3	-0.3
37	Cn1c(N)c(S(=O)(=O)N2CCN(c3ccccc3Cl)CC2)c(=O)n(C)c1=O	0	0.4	1	2	1	0	i	0.4	6	-0.5
38	CC1(C)OC(=O)C2=C(C[C@@H](CCc3ccccc3)O[C@@H]2c2ccc(Cl)cc2)O1	x	1.2	x	x	2	-5	x	0.9	1	-1.4
39	CCc1ccc(OCC(=O)NC(C)(C)C)cc1	1	0.4	-3	-3	-5	-1	i	-3.3	-3	-0.7
40	CCCn1c2ccccc2c2cnn(CC(=O)NCCCN3CCCC(C)C3)c(=O)c21 (configuration not stated)	1	1.8	-3	-1	-3	-7	i	1.0	-4	-0.2

The last 5 records of the section before come first, to join the parts:
No.	structure	DNMT1 inh	MsrA inh	Scp1 inh	STEP block	CSN inh	NadD block	Rpn11 block	LMPTP block	SUMO1 PPI mod	Tb MetRS inh
36	COCc1cc(=O)[nH]c2cc(NC(=O)C3CC3)c(C)cc12	-5	-0.4	-2	-1	0	0	i	0.3	3	-0.3
37	Cn1c(N)c(S(=O)(=O)N2CCN(c3ccccc3Cl)CC2)c(=O)n(C)c1=O	0	0.4	1	2	1	0	i	0.4	6	-0.5
38	CC1(C)OC(=O)C2=C(C[C@@H](CCc3ccccc3)O[C@@H]2c2ccc(Cl)cc2)O1	x	1.2	x	x	2	-5	x	0.9	1	-1.4
39	CCc1ccc(OCC(=O)NC(C)(C)C)cc1	1	0.4	-3	-3	-5	-1	i	-3.3	-3	-0.7
40	CCCn1c2ccccc2c2cnn(CC(=O)NCCCN3CCCC(C)C3)c(=O)c21 (configuration not stated)	1	1.8	-3	-1	-3	-7	i	1.0	-4	-0.2
41	COc1ccccc1N1CCN(c2ccc3c(c2)S(=O)(=O)c2cccc(C(=O)NCc4ccc(F)cc4)c2C3=O)CC1	-8	-0.2	x	3	9	23	i	3.0	-7	-1.0
42	COc1cc(/C=C2\C(=N)N3N=C(S(C)(=O)=O)SC3=NC2=O)cc(OC)c1OCCOc1ccc(C)cc1	-7	0.8	11	2	9	30*	i	0.6	-5	0.4
43	CC(C)(C)CC(=O)Nc1cc2c3c(c1)CC(=O)N3CCC2	-7	1.0	3	-1	-5	0	i	-1.1	-2	0.0
44	CCOc1ccc(OCC)c(NC(=O)CN2CCN(c3cccc(C)c3)CC2)c1	0	1.4	1	1	5	15	i	4.8	-6	-0.8
45	Cc1ccc(C)c(C(O)c2ncc(-c3ccccc3F)[nH]2)c1 (configuration not stated)	-4	-0.7	x	-5	-1	-1	i	-1.2	-6	-0.2
46	O=C(N/N=C/c1ccc(O)cc1)c1[nH]c2ccc(Br)cc2c1-c1ccccc1	-17	2.0	4	1	0	10	i	1.9	-2	2.9
47	Cc1c(N=NC2=C(O)CCCC2=O)c(=O)n(-c2ccccc2)n1C	-3	0.9	-6	2	-3	-1	i	2.5	-30	-0.5
48	O=C(NCCO)C(=O)c1c(-c2ccc(Cl)cc2)cc2ccccn12	-2	1.4	-1	-2	0	-1	i	-0.4	-16	-0.3
